High-throughput results: PubChem BioAssay, National Center for Advancing Translational Sciences (NCATS)
KDM4E inh = JMJD2E (human) inhibition. Potency, µM (series often up to 57.1 µM), for the others: at the top dose activity change, negative = inhibition, actives largely listed as inhibitors. 1.6% of 230,000 active. AID 2147. B2RXH2. JMJD2E catalytic domain, FDH-coupled NADH fluorescence (FDH is formaldehyde dehydrogenase); active means well fitted inhibition curve with a large enough effect, not every such curve was filed as active; inconclusive means small, poorly fitted or top-dose-only effect, or another doubt; inactive means no such curve, though single readings can be large or run the other way;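 further: 0% = wells with enzyme and -100% = buffer wells without enzyme; nearly all actives have a fitted effect of over 50% in size; many of its hits are not listed in these tables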
Target sequence (B2RXH2 1-337 limits assumed): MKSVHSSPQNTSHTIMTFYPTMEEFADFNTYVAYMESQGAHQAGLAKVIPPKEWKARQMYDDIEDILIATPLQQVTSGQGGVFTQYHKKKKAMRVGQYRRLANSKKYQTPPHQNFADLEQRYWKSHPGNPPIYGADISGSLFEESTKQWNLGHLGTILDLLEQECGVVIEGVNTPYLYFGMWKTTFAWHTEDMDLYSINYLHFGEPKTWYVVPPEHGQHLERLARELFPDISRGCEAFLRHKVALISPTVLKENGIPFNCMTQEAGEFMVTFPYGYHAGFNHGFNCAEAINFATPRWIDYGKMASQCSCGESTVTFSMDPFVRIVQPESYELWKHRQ
RECQ1 helicase = RECQ1 (human) helicase inhibition | P46063 | RECQ1 DNA unwinding, red fluorescence kinetic read | Potency, µM (titrated, usually from 57.3 µM), without a hit: top-dose activity, negative = inhibition, actives largely listed as inhibitors | 0.54% of 240,000 active;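 further: plate controls were vehicle for no effect and no enzyme for full effect; nearly all actives have a fitted effect of over 30% in size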
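RECQ1T1 50 nM; forked duplex (20 bp + 30-nt ss tails) 200 nM, ATP 2 mM final; pH 8.0, 2 mM MgCl2, 2.5 ug/ml poly(dI-dC); 15 min compound preincubation; discontinuous kinetic read over 2 h at RT.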
L3MBTL1 inh = L3MBTL1 (human) inhibition; Q9Y468; AlphaScreen L3MBTL1–H3K9me1 peptide binding; Potency, µM (titrated, usually from 57.1 µM), without a hit: at the highest dose activity, negative = inhibition, actives largely listed as inhibitors; 0.66% of 230,000 active; further: on the % scale 0 is the no-effect control and ±100 the full control effect; nearly all actives have a fitted effect of over 60% in size
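Read-out is AlphaScreen signal from streptavidin donor and nickel chelate acceptor beads (10 ug/mL final each) bridging L3MBTL1 (50 nM) and biotinylated K9-monomethylated H3(1-15) peptide (75 nM), after 30 min compound exposure at room temperature.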
LMNA splice mod = modulators of lamin A splicing | Potency, µM (doses to about 46.1 µM), for inactives: at the highest dose ratio change, negative = inhibition, hits mostly inhibitors | HeLa LMNA splicing GFP/RFP minigene ratio, 48 h | 0.01% of 200,000 active | AID 1487; active means well fitted inhibition curve with a large enough effect in the signal ratio, with a control signal flat, not every such curve was filed as active; inconclusive means small, poorly fitted or top-dose-only effect, or effect the other way, or a change in a side signal; the % refers to the signal ratio; further: on the % scale 0 is the no-effect control and ±100 the full control effect
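S3 HeLa cells stably expressing lamin A-EGFP splicing minigene plus DsRed2, 600 cells/well, 48 h compound exposure at 37C. Laser-scanning cytometry; analysed as GFP (500-530 nm)/RFP (575-640 nm) total intensity ratio; 0.5% DMSO vehicle.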
Tau ThT inhib = blocks human tau fibril formation measured by thioflavin T; P10636; recombinant tau K18 P301L (four-repeat tau fragment), heparin-induced fibrillization, ThT fluorescence; Potency, µM (series often up to 57.4 µM), for the others: at the highest dose activity, negative = inhibition, actives largely listed as inhibitors; 2.1% of 270,000 active; further: on the % scale 0 is the no-effect control and ±100 the full control effect; nearly all actives have a fitted effect of over 55% in size
Target sequence (P10636 561-689 P618L limits assumed): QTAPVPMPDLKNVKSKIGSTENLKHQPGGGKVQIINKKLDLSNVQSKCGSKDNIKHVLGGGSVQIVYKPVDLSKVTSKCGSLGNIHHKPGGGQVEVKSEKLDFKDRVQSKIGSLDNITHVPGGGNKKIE
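Heparin-induced fibrillization of the P301L-mutant K18 repeat-domain fragment of human tau was followed by ThT binding in quantitative high-throughput format.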
Luc counter = counter-screen: inhibitors of Kinase-Glo firefly luciferase | Q27757 | Kinase-Glo luciferase, ATP luminescence, 8 min | Potency, µM (series often up to 38.3 µM), for inactives: at the top dose activity change, negative = inhibition, usual class: inhibitors | 0.28% of 200,000 active | AID 1379; further: on the % scale 0 is the no-effect control and ±100 the full control effect; nearly all actives have a fitted effect of over 60% in size
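Luminescence was the read-out, taken after 8-minute incubation at ambient temperature. Luciferase turned over luciferin with 10 uM ATP in imidazole pH 7.2 buffer containing KCl, MgCl2, Tween 20 and BSA.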
SMN2 splice up = SMN2 splice variant enhancement; HEK293 SMN2-luciferase splicing reporter, luminescence, 30-36 h; Potency, µM (top dose mostly 46.1 µM), for the others: top-dose activity change, positive = activation, usual class: activators; 2.8% of 210,000 active; AID 1458; further: % of control where 0% means no effect; nearly all actives have a fitted effect of over 55% in size
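qHTS luciferase splicing reporter: luminescence rises when SMN2 exon 7 is included in transfected HEK293 cells. Compound exposure lasted 30-36 h at 37C, with 4.5 mM final sodium butyrate as control, followed by a ONE-Glo read.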
ALDH1A1 inh = blocks purified human ALDH1A1 activity | Potency, µM (top dose mostly 75.3 µM), inactives show at the top dose activity, negative = inhibition, usual class: inhibitors | 7.3% of 220,000 active | AID 1030 | P00352 | Purified ALDH1A1, NADH fluorescence, propionaldehyde substrate; active means well fitted inhibition curve with a large enough effect, not every such curve was filed as active; inconclusive means small, poorly fitted or top-dose-only effect, or another doubt; inactive means no such curve, though single readings can be large or run the other way;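 further: plate controls were no enzyme wells and a reference inhibitor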
Target sequence (P00352 whole entry, looked up): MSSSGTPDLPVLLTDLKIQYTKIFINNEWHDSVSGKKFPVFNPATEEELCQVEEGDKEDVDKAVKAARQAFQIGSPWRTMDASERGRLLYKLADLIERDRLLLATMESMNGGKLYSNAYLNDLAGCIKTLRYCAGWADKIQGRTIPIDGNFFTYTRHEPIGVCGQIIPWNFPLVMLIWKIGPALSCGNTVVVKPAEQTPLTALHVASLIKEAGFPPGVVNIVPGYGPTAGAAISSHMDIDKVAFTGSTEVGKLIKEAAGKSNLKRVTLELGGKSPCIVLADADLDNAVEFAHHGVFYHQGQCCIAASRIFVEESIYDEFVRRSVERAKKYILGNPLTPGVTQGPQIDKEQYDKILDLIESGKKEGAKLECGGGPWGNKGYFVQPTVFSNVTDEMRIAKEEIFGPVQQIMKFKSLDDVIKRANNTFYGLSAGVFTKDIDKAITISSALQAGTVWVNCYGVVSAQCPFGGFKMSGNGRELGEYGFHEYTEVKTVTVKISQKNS
The depositor's hits bear a star; i = inactive; ? = inconclusive; . = no result given; [ ] = another dose, or the depositor's remark. Unless noted, the call rests on the fitted dose curve; in most records, active means well fitted curve in the direction sought with a large enough effect; inconclusive means small, poorly fitted or top-dose-only effect, or another doubt; inactive means no such curve, though single readings can be large; an effect the other way counts as inactive or inconclusive. Potency means the concentration at half of the fitted maximal effect. Not all compounds are listed; the hit share may differ from the screen's.

SMILES	KDM4E inh	RECQ1 helicase	L3MBTL1 inh	LMNA splice mod	Tau ThT inhib	Luc counter	SMN2 splice up	ALDH1A1 inh
CN(Cc1cnn(C)c1)S(=O)(=O)c1cccc([N+](=O)[O-])c1	-6%	i	8%	-3%[46 µM]	2%	-2%	-2%	3%
COc1ccccc1N1CCN(C(=O)CSc2nnc3c4ccccc4n(CC(=O)O)c3n2)CC1	1%	-1%	3%	-5%	-13%	3%	-2%	-4%
O=C(NNC(=O)c1ccc([N+](=O)[O-])cc1)NC1CCCCC1	1%	i	6%	.	2%	.	.	.
O=C(Cn1nnc2ccccc2c1=O)NCCc1ccccc1	1%	-11%	38%[activator]	-10%	5%	-1%	9%	-4%
COC(=O)c1sc2nc(C)nc(SCC(=O)C(C)(C)C)c2c1C	-13%	1%	.	-10%[46 µM]	-17%	1%	-31%[inhibitor]	?
O=C(COC(=O)/C=C/c1cccs1)Nc1ccc2ccccc2c1	-12%	-2%	-5%	1%	-16%	4%	.	-3%
CCN(Cc1ccncc1)C(=O)CCc1nnc(CCc2ccccc2OC)o1	-2%	i	7%	0%[46 µM]	-4%	1%	-25%	3%
Cc1cccc2cc(CN(Cc3ccco3)C(=O)N3CCCC3)c(=O)[nH]c12	-10%	i	.	6%	-6%	2%	11%	7%
O=[N+]([O-])c1ccc(/C=N/Nc2nc(NCc3ccccc3)nc(N3CCOCC3)n2)cc1	-1%	-13%	?	15%[9.22 µM]	?	-5%	1%	?
CN(Cc1cccnc1)Cc1cn[nH]c1-c1ccc(-c2ccccc2)cc1	-6%	1%	-19%	.	-18%	.	.	.
O=C(NC(=S)Nc1ccccn1)c1cncc(Br)c1	-9%	1%	6%	-16%	-9%	-2%	-25%	-4%
COc1ccc(/C=N/NC(=O)c2nc(-c3ccccc3)n(-c3ccccc3)n2)cc1OC	3%	-11%	-10%	?	?	1%	-2%	?
CCn1c(SCC(=O)Nc2nonc2C)nnc1-c1ccco1	5%	11%	.	1%	4%	-5%	.	14µM*
CN1CCN(c2ccc(NC(=O)CSc3ccccc3)cc2F)CC1	2%	-12%	-3%	-6%	-4%	-1%	11µM*	4%
C(=N\Nc1nc2ccccc2s1)/c1ccccn1	?	-5%	-1%	.	?	.	.	.
Cc1sc2ncnc(N/N=C/c3cccc(O)c3)c2c1C	1%	i	7%	-6%	?	-3%	?	-14%
Clc1ccc(-n2nnnc2CN2CCCCC2)cc1Cl	1%	3%	9%	-7%	-10%	0%	-10%	?
CC#CCN1c2ccccc2[C@]23C[C@@H](C(=O)OC)N(C(=O)c4cc(C)oc4C)C2=NC(C(=O)OC)=C(C(=O)OC)[C@H]13	0%[11.4 µM]	-10%[11.5 µM]	.	?	-8%[11.5 µM]	-5%[7.66 µM]	-5%[9.22 µM]	-6%[13.5 µM]
Cc1ccc(-n2c(Cl)c(Cl)[nH]c(=O)c2=O)cc1	?	4%	-14%	7%	-11%	2%	10%	?
O=C(CSc1nc(O)cc(=O)[nH]1)Nc1ccc2c(c1)CCC2	-4%	-13%	-3%	-6%	?	-1%	-2%	-8%
COC(=O)CCc1nc2ccccc2[nH]c1=O	?	-14%	0%	2%	-6%	-1%	?	?
CC(C)(CO)CNC(=O)CCc1nnc(Cc2ccc(-c3ccccc3)cc2)o1	1%	i	3%	16%[46 µM]	-6%	-4%	-15%	6%
C=CCNC(=S)N1CCN(c2ncc(C(F)(F)F)cc2Cl)CC1	-24%	-8%	-4%	.	?	.	.	?
NC1=C([N+](=O)[O-])C(c2ccc(F)cc2)C2=C(CCCC2=O)O1 (configuration not stated)	-11%	4%	6%	12%	-18%	-1%	-1%	-1%
Clc1ccccc1Cn1nnc2c(N3CCCC3)ncnc21	7%	-4%	0%	1%	1%	9%	-44%[inhibitor]	?
COc1ccc(N(C)C(=S)Oc2ccc(C(=O)Nc3ccccc3)cc2)cc1	5%	i	10%	?	-2%	6%	-32%[inhibitor]	9%
Cc1cccc(/C=C/c2nc3ccccc3c(=O)n2Cc2ccccc2)c1	0%	i	18%	?	-12%	2%	-28%	?
COc1cccc(-c2cc(C(F)(F)F)nc(-n3cccn3)n2)c1	?	-5%	.	-1%	?	-2%	-40%[inhibitor]	?
Cc1cc(C(=O)NCCN2CCCCC2C)n(-c2ccccc2)n1 (configuration not stated)	-2%	0%	7%	-1%	-6%	0%	4%	0%
O=C(O)C(Sc1ccncn1)c1ccccc1 (configuration not stated)	3%	1%	6%	.	0%	1%	4%	10%
CCCNC(=O)Cn1nc(C(F)(F)F)cc1C	-5%	i	3%	?	6%	0%	1%	5%
CCOC(=O)C1CCN(S(=O)(=O)c2ccc(OC)c(Cl)c2Cl)CC1	-1%	-16%	.	1%	-1%	2%	-7%	6.3µM*
COc1ccc(CN2CCN(C(=O)CC(C)C)CC2)c(OC)c1OC	-29%	9%	-6%	-6%	-5%	-6%	23%	-8%
CN(C)/C=C/C(=O)c1ccccc1F	2%	-11%	-6%	-9%	-21%	2%	-1%	0%
Cc1cc(N2CC34C=CC(O3)C(C(=O)O)C4C2=O)no1 (configuration not stated)	-7%	i	.	-9%	-10%	-1%	4%	2%
COc1cccc(OC)c1C(=O)N1CCN(S(=O)(=O)c2ccccc2)CC1	2%	-7%	-11%	-14%	1%	4%	-26%	-2%
Cc1nc2ccc(NC(=O)N3CCC(c4ccccc4)C3)cc2nc1C (configuration not stated)	?	-6%	3%[11.4 µM]	-3%	?	-1%	-12%	?
Cc1nnc(NC(=O)c2oc3c(ccc4ccccc43)c2C)s1	?	-6%	11%	14%	-16%	5%	-10%	?
CCOC(=O)c1c(CN2CCN(c3ccccc3)CC2)oc2ccc(O)cc12	-9%	-7%	-12%	-1%	-8%	2%	-19%	?
COc1ccc(/C=C/C(=O)c2cc(Br)ccc2O)cc1OC	-17%	i	-21%	?	?	5%	-44%[inhibitor]	-1%
Cc1ccc(C(C(=O)NCc2ccccc2)N(Cc2cccs2)C(=O)c2ccc3c(c2)OCCO3)cc1 (configuration not stated)	-1%	-20%	-5%	?	-12%	0%	-30%	2%
CC(=O)NC(=O)Nc1sc(=S)n(C)c1C	0%	-6%	3%	5%	-7%	-2%	-8%	-1%
COc1ccccc1NC(C)=O	-1%	9%	-3%	3%	-5%	3%	18%	-10%
Nc1nc2[nH]c(=O)c(=O)[nH]c2c(=O)[nH]1	2%	10%	.	-15%	-4%	0%	3%	0%
CC(=O)c1ccccc1NC(=O)CSc1nnc2ccccn12	2%	-1%	.	4%	-10%	-3%	-6%	7%
Cc1ccccc1-n1c(SCC(=O)N/N=C/c2sccc2C)nc2ccccc2c1=O	5%	-5%	-4%	?	-5%	-1%	15%	?
Cc1ccc(/C=c2/sc3nnc(-c4ccccc4Cl)n3c2=O)o1	-1%	-15%	?	6%	?	-3%	13%	?
COc1ccccc1OCC(=O)OCC(=O)Nc1sccc1C(N)=O	?	6%	-23%	-13%	-5%	-1%	4%	0%
Cc1ccnc(NS(=O)(=O)Cc2ccccc2)c1	?	-6%	-2%	2%	-3%	3%	20%	?
CN(C)c1ccnc2sc3c(=O)n(Cc4ccccc4)cnc3c12	-17%	-7%	6%	?	-7%	1%	-24%	-8%
Cc1cc(/C([O-])=C(/C(=S)Nc2ccc(F)cc2)[n+]2ccccc2)c(C)n1-c1ccc(F)cc1	-12%	-10%	-8%	?	28µM*	-2%	2%	-9%
Cc1nc(NC(=O)c2ccc(F)cc2)sc1C(=O)Nc1ccc2c(c1)CCC2	27%	0%	-7%	3%	-2%	?	?	?
CCCCc1nc2c(c3c1C[C@H](C)OC3)CN(S(=O)(=O)c1ccc(NC(C)=O)cc1)CC2	3%[11.4 µM]	-1%[11.5 µM]	.	?	-6%[11.5 µM]	-8%[7.66 µM]	-6%[9.22 µM]	5%[13.5 µM]
CCOC(=O)c1cc2c(=O)n3ccccc3nc2n(Cc2ccco2)c1=NC(=O)c1cccnc1	-19%	0%	-5%	?	-14%	.	.	3%
Nc1c(C(=O)c2ccccc2)sc2c1c(=O)[nH]c(=O)n2-c1ccccc1	0%	-9%	-2%	19%	-18%	-1%	-12%	?
CC1CN(CC(=O)c2c(N)n(Cc3ccccc3)c(=O)n(C)c2=O)CC(C)O1 (configuration not stated)	3%	-1%	.	-3%	-17%	16%	?	-9%
Cc1cccc(C)c1NC(=O)C(NC(=O)c1ccccn1)c1ccccc1[N+](=O)[O-] (configuration not stated)	3%	-1%	-16%	-3%	9%	1%	9%	?
O=C(c1ccc2c(c1)OCO2)N1CCN(c2ncccn2)CC1	-5%	-1%	9%	-9%	2%	-3%	20%	3%
COCCNC(=S)Nc1ccc([N+](=O)[O-])cc1C	-13%	12%	-1%	.	4%	6%	-1%	?
Cc1cc2ccccc2n1CCNC(=O)C1CCCCC1	?	-30%	-2%	-8%	-12%	3%	-56%[inhibitor]	?

A section of the results above, as a working copy:
SMILES	KDM4E inh	RECQ1 helicase	L3MBTL1 inh	LMNA splice mod	Tau ThT inhib	Luc counter	SMN2 splice up	ALDH1A1 inh
CN(C)/C=C/C(=O)c1ccccc1F	2%	-11%	-6%	-9%	-21%	2%	-1%	0%
Cc1cc(N2CC34C=CC(O3)C(C(=O)O)C4C2=O)no1 (configuration not stated)	-7%	i	.	-9%	-10%	-1%	4%	2%

Next section:
SMILES	KDM4E inh	RECQ1 helicase	L3MBTL1 inh	LMNA splice mod	Tau ThT inhib	Luc counter	SMN2 splice up	ALDH1A1 inh
COc1ccc(N(CC(=O)O)S(=O)(=O)c2ccc(C)cc2)cc1Cl	-10%	17%	-4%	.	10%	-2%	3%	5%
O=C(NCc1ccc2c(c1)OCO2)c1cc(-n2cnnc2)ccc1Cl	-16%	3%	7%[11.4 µM]	13%	-11%	-4%	7%	-1%
O=c1[nH]n(Cc2ccccc2)c(=O)c2ccccc12	-9%	-13%	-1%	-16%	-12%	0%	-10%	-7%
CC(C)OC(=O)[C@@H]1CC[C@H](C)[C@@H](CCC[C@@H]2C[C@@H](O)C[C@H](CC#N)O2)O1	-4%	1%	.	.	-4%	2%	8%	-8%
